Chronic BCR inh – inhibitors of chronic active B-cell receptor signaling | ABC-DLBCL IkBa-CBG/CBR reporter, luminescence ratio, 4 h | actives 0.05% (n = 340,000) | Potency, µM (titrated, usually from 46.1 µM), without a hit: at the top dose ratio change, negative = lower green/red ratio, most hits filed as inhibitors; active = well fitted inhibition curve with a large enough effect in the signal ratio, with a control signal flat, not every such curve was filed as active; inconclusive = small, poorly fitted or top-dose-only effect, or effect the other way, or a change in a side signal; the % refers to the signal ratio;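 also: potency is read from the fitted curve at half-maximal effect; plate controls were basal doxycycline-induced cells for no effect and cells given 10 µM MG132 for full effect; MG132 reads +100%, hits lower the ratio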
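Compounds up to 46 uM were incubated four hours with TMD8 cells whose green CBG68 luciferase is fused to IkappaBalpha; red CBR luminescence normalised the signal, and concentration-effect curves were fitted to fusion, red and ratio data.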
MBNL1-CUG inh – inhibitors of human MBNL1 binding to CUG repeat RNA. Potency, µM (titrated, usually from 57.5 µM), without a hit: at the top dose activity change, negative = inhibition, most hits filed as inhibitors. actives 0.036% (n = 280,000). TR-FRET MBNL1-His/biotin-(CUG)12 binding, 665/545 ratio. Q9NR56; active = well fitted inhibition curve with a large enough effect in the signal ratio, with a control signal flat, not every such curve was filed as active; inconclusive = small, poorly fitted or top-dose-only effect, or effect the other way, or a change in a side signal; inactive = no such curve, though single readings can be large or run the other way; the % refers to the signal ratio; also: potency is read from the fitted curve at half-maximal effect; % is scaled to controls: 0 for no effect and ±100 for the full control effect
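Ratiometric TR-FRET (665 over 545 nm, excitation 340 nm) tracks disruption of MBNL1-His/biotin-(CUG)12 complex after 60 min at room temperature, with compounds at 92 nM to 58 uM final.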
USP2a block – blocks human ubiquitin-specific protease USP2a. O75604. USP2 core, Ub-CHOP2 coupled fluorogenic reporter, 485/531. Potency, µM (titrated, usually from 38.3 µM), for inactives: at the highest dose activity change, negative = inhibition, usual class: inhibitors. actives 0.01% (n = 330,000);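 also: potency is read from the fitted curve at half-maximal effect; plate controls were DMSO wells for no effect and full inhibition by NEM control for full effect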
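Deubiquitinase activity read as fluorescence (485/531 nm) after Ub-CHOP2 cleavage activates the enterokinase reporter on its substrate; USP2 core 10nM, Ub-CHOP2 and substrate 25nM each, 30min compound preincubation then 60min RT; data normalized to NEM, curves fitted.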
ASM inhibitor – blocks human secretory acid sphingomyelinase; placental ASM, HMU-PC fluorogenic substrate, 60 min; Potency, µM (highest dose often 57.5 µM), for the others: at the highest dose activity change, negative = inhibition, actives largely listed as inhibitors; actives 0.006% (n = 340,000); P17405; also: potency is read from the fitted curve at half-maximal effect
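Human placenta-derived ASM enzyme was preincubated with compound for 10 minutes at room temperature, then given fluorogenic substrate HMU-PC0 (9 uM final) for 60 minutes at 37 °C; a pH 10 stop preceded fluorescence reading at Ex 386/Em 447 nm.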
Mito fusion yeast – mitochondrial division inhibition or fusion activation; Potency, µM (series often up to 46.1 µM), without a hit: top-dose growth rescue (activation), hits mostly activators; S. cerevisiae fusion-defective mutant growth rescue, CellTiterGlo 48 h; actives 0.23% (n = 320,000); AID 485298;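 also: potency is read from the fitted curve at half-maximal effect; % of control where 0% means no effect; nearly all actives have a fitted effect of over 45% in size; temperature-sensitive fusion mutants such as fzo1-1 at 37 °C on non-fermentable ethanol glycerol medium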
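Temperature-sensitive fusion-defective S. cerevisiae (e.g. fzo1-1, mgm1-5) were grown with compound in YPEG medium (3% ethanol, 3% glycerol) for 48 hours at 37C. Growth rescue was measured as viability by CellTiterGlo luminescence after 10 minutes at ambient.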
TSHR antagonist – antagonists of human thyroid stimulating hormone receptor; actives 0.2% (n = 330,000); TSHR-expressing cells, TSH-stimulated cAMP HTRF, 2 h; active compounds read low; P16473; activity change, negative = inhibition, % at 11.5 µM; AID 504810;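 active = activity change below a set negative limit, meaning inhibition stronger than a set level, cut at about -70% in these data; inconclusive = activity change between two set negative limits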; also: % is scaled to controls: 0 for no effect and ±100 for the full control effect
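TSHR-expressing cells, 200/well, pre-treated with compound, then stimulated with EC80 TSH (4nM final) for 2 hours at 37 deg C. cAMP measured by competitive HTRF: anti-cAMP cryptate antibody in lysis buffer plus cAMP-d2, read after 30 minutes at room temperature.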
PKM2 activator – increases activity of human pyruvate kinase M2. purified PKM2, Kinase-Glo ATP luminescence, activation; response scale: 0% is enzyme alone, no compound. Potency, µM (highest dose often 57.5 µM), for inactives: at the top dose activation, hits mostly activators. actives 0.34% (n = 260,000). AID 1631; also: potency is read from the fitted curve at half-maximal effect; % is scaled to controls: 0 for no effect and ±100 for the full control effect; nearly all actives have a fitted effect of over 55% in size
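hPK-M2, >95% pure; 0.1 mM ADP / 0.5 mM PEP final; imidazole pH7.2 buffer w/ 7 mM MgCl2, 50 mM KCl; 1 h RT; Kinase-Glo lum. Intermediate enzyme activity for dual inhibitor/activator qHTS.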
Eya2 inh – blocks the phosphatase activity of human Eya2; AID 488837; recombinant Eya2, OMFP fluorescence dephosphorylation (OMFP is methylfluorescein phosphate); O00167; actives 0.006% (n = 330,000); Potency, µM (doses to about 76.9 µM), inactives show top-dose activity, negative = inhibition, most hits filed as inhibitors; also: potency is read from the fitted curve at half-maximal effect; % is scaled to controls: 0 for no effect and ±100 for the full control effect
Target sequence (O00167 whole entry, looked up): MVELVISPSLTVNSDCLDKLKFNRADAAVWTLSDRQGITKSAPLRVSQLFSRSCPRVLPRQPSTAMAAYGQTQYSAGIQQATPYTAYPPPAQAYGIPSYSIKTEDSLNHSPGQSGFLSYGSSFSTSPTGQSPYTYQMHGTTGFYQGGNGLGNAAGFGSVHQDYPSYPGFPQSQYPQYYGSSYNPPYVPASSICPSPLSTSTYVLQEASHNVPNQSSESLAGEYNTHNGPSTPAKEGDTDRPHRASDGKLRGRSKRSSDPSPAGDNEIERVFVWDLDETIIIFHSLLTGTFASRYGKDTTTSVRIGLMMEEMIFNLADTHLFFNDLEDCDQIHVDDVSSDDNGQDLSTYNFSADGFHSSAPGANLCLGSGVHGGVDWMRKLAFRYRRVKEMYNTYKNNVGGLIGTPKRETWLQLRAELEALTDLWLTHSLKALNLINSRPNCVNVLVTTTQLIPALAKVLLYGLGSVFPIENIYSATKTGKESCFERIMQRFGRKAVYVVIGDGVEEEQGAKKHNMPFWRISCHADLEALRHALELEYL
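Eya2 (0.2 uM) preincubated 10 min at ambient with compound, then OMFP substrate added at 50 uM; 10 min reaction in 50 mM HEPES pH 7.5, 50 mM NaCl, 5 uM MgCl2, 0.05% BSA, 1 mM DTT. Fluorescence read at Ex 485/Em 525 nm.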
hERG WT inh – inhibitors of human wildtype KCNH2 potassium channel; Q12809; U2OS, BacMam KCNH2, thallium flux FluxOr; active compounds read low; activity change, % at 1.84 µM; actives 0.37% (n = 340,000);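 active = maximum activity change below -70%; inconclusive = maximum activity change between -70% and -50%; inactive = maximum activity change above -50%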; also: % is scaled to controls: 0 for no effect and ±100 for the full control effect
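U2OS cells transduced with wild-type KCNH2 virus are loaded with FluxOr dye for 45 min, and thallium flux is measured in kinetic reads before and after stimulation buffer. Rate constants are normalized to DMSO controls.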
Menin MLL FP TR – menin-MLL binding inhibition, Texas Red mutant peptide; O00255; Menin + Texas Red MLL mutant peptide, fluorescence polarization; Potency, µM (series often up to 61.6 µM), without a hit: top-dose FP activity change, negative = inhibition, actives largely listed as inhibitors; actives 0.23% (n = 270,000); AID 1768; active = well fitted inhibition curve with a large enough effect in the polarisation, with a control signal flat, not every such curve was filed as active; inconclusive = small, poorly fitted or top-dose-only effect, or effect the other way, or a change in a side signal; inactive = no such curve, though single readings can be large or run the other way; the % refers to the polarisation; also: potency is read from the fitted curve at half-maximal effect; % of control where 0% means no effect; many of its hits are not listed in these tables
GALK inh – blocks human galactokinase activity; AID 1868; P51570; actives 0.007% (n = 270,000); Potency, µM (highest dose often 57.5 µM), for the others: top-dose activity change, negative = inhibition, most hits filed as inhibitors; Purified GALK, Kinase-Glo residual ATP luminescence; also: potency is read from the fitted curve at half-maximal effect; % is scaled to controls: 0 for no effect and ±100 for the full control effect
Target sequence (P51570 whole entry, looked up): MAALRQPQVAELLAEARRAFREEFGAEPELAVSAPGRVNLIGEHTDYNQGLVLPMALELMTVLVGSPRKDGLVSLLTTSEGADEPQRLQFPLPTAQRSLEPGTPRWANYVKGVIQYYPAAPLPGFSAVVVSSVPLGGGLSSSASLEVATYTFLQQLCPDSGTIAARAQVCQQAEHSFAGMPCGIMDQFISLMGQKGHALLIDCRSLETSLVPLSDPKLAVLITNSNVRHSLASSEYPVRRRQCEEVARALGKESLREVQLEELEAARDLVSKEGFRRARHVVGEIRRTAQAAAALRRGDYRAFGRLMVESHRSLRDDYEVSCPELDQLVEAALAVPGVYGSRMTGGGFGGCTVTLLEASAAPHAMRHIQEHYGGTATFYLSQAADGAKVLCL
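Kinase-Glo Plus luminescence measured ATP left after a 1 h room-temperature reaction. The reaction used 5 nM GALK, 100 uM galactose and 35 uM ATP at pH 8.0 (20 mM HEPES, 5 mM MgCl2, 60 mM NaCl, 1 mM DTT, 0.01% BSA).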
Active calls of the source: *; ? = inconclusive; · = not tested or not shown; [ ] = remark or other dose. Unless noted, calls follow the shape of the dose curve; as a rule, active = well fitted curve in the direction sought with a large enough effect; inconclusive = small, poorly fitted or top-dose-only effect, or another doubt; inactive = no such curve, though single readings can be large; an effect the other way counts as inactive or inconclusive. A portion of the library, so the mix of outcomes need not match the whole.

structure	Chronic BCR inh	MBNL1-CUG inh	USP2a block	ASM inhibitor	Mito fusion yeast	TSHR antagonist	PKM2 activator	Eya2 inh	hERG WT inh	Menin MLL FP TR	GALK inh
COc1cccc(N=Nc2c(N)[nH]n3c(=O)cc(-c4ccccc4)nc23)c1	?	-3.4%	0.3%	-10.1%	-0.5%	-16.4	1.5%	15.0%	3.3	?	·
C=CCn1c(CCNC(=O)c2cccs2)nnc1SCC(=O)c1ccc(Cl)cc1	-1.5%	1.0%	-2.1%	-4.1%	-1.4%	0.9	4.8%	-32.1%	25.7	-17.3%	-2.6%
CCC(C)n1nccc1NC(=O)C(C)OC(=O)c1cc2ccccc2[nH]1 (stereo unspecified)	5.3%	10.1%	0.0%	-14.1%	-1.3%	6.7	3.5%	4.2%	-1.5	0.4%	-1.9%
CC1CN(C(=O)CSc2nc(-c3ccccc3)cs2)CC(C)O1 (stereo unspecified)	?	1.1%	6.5%	1.1%	2.5%	27.8	3.6%	-13.5%	-2.6	4.4%	-1.0%
O=C(N/N=C/c1cccc(Oc2ccccc2)c1)c1cccc(O)c1	?	9.7%	-0.3%	-11.5%	-1.4%	-9.4	-0.9%	-0.1%	2.4	?	-4.2%
C=C(C)CNC(=S)N/N=C/c1ccccc1OCC(=O)O	-0.6%	0.6%	2.6%	4.5%	-0.3%	2.6	4.1%	-21.7%	4.4	-3.2%	7.3%
CC(=O)N1CCN(c2cc3c(cc2F)c(=O)c(C(=O)O)cn3C2CC2)CC1	0.0%	-4.5%	1.0%	11.4%	23.5%	-1.1	0.7%	5.0%	·	-9.4%	7.9%
CCCCn1c(NC(=O)c2ccccc2)c(C#N)c2nc3ccccc3nc21	-5.2%	7.8%	-5.2%	·	9.4%	-38.8	3.1%	10.3%	-2.3	?	?
O=C(Cn1c2ccccc2c(=O)c2ccccc21)Nc1cccc(F)c1	-0.9%	18.9%	4.9%	·	-0.8%	1.9	5.7%	2.4%	·	18.4%	0.4%
OC(COc1ccc2ccccc2c1Cl)CN1CCOCC1 (stereo unspecified)	1.6%	15.4%	-0.4%	0.0%	2.5%	3.1	-4.1%	-7.1%	1.1	10.3%	2.8%
CC(C)CN1C(=O)c2ccc(NC(=O)c3ccco3)cc2C1=O	10.4%	?	-4.1%	9.5%	15.7%	14.5	-6.9%	-3.0%	-0.7	?	5.5%
Cc1c([N+](=O)[O-])c(C(=O)Nc2ccc3c(c2)OCCO3)nn1C	?	?	1.8%	2.1%	-5.7%	32.2	-28.6%	25.5%	5.7	1.6%	4.6%
Cc1cccc(/C=N/NC(=O)c2cc3c(s2)-c2ccccc2CC3)c1	?	-8.8%	-5.7%	219.0%[activator]	11.2µM*	22.3	-20.9%	-16.4%	4.4	-0.3%	0.4%
CC(C)(C)c1cc(C(=O)O)c(CN2CCCCC2)o1	3.2%	0.2%	3.1%	-0.3%	-0.7%	-2.1	8.0%	-14.2%	6.5	-10.1%	-1.2%
CCCn1c2ccccc2c2cnn(CC(=O)N3CCOCC3)c(=O)c21	1.7%	1.2%	-1.7%	-0.7%	1.5%	-2.4	·	-7.0%	10.9	·	-5.2%
O=C(Nc1ccc2c(c1)CCC2)C1CCN(c2c3c(nc4ncnn24)CCC3)CC1	1.4%	2.0%	-1.1%	-11.4%	0.4%	6.4	1.9%	-14.4%	1.9	9.8%	-4.6%
COc1cccc(-c2nc(CS(=O)(=O)CC(=O)N3CCN(C4CCCCC4)CC3)c(C)o2)c1	-7.0%	2.7%	-2.1%	1.6%	-7.8%	-0.6	0.7%	-1.0%	-1.3	0.1%	-0.8%
CC(C)c1ccc(C(=O)Nc2cccnc2)cc1	-4.1%	-3.4%	2.6%	-1.9%	-2.1%	3.6	-7.6%	-0.2%	-4.5	0.3%	3.8%
CCc1cc2c(=O)n(CCCOC)c(SCC(=O)Nc3oc(C)c4c(C)n[nH]c(=O)c34)nc2s1	-2.1%	·	4.0%	2.4%	-0.8%	-6.8	·	-30.8%	5.3	·	·
CCOCCn1c(CN2CCN(CC)CC2)nc2c1c(=O)n(C)c(=O)n2C	0.0%	?	1.8%	4.9%	3.4%	7.9	-6.3%	-6.6%	-3.7	-0.2%	·
CC(Oc1ccc(-n2cnnn2)cc1)C(=O)O (stereo unspecified)	5.2%	-12.9%	1.9%	1.2%	-1.6%	2.9	-12.0%	-7.6%	-4.8	3.4%	0.3%
CCCNc1c(NS(=O)(=O)c2c(F)c(F)c(F)c(F)c2F)c(=O)oc2ccccc12	?	4.7%	-1.1%	-0.8%	-16.1%	-14.6	·	5.4%	2.6	·	-3.8%
COc1ccc2nc(C)cc(SCC(=O)NNC(=O)COc3cccc4ccccc34)c2c1	5.2%	3.4%	-21.0%	-2.1%	0.0%	26.1	10.2%	-8.6%	4.1	-0.4%	0.1%
Cc1ccc(C(C)NC(=O)c2ccc3c(c2)OCO3)cc1C (stereo unspecified)	0.0%	0.6%	4.7%	2.2%	2.5%	-7.4	1.3%	15.6%	13.2	·	-3.2%
Cc1ccc(-n2c(C)cc(/C=C3\SC(=O)NC3=O)c2C)cc1	?	-4.6%	2.4%	20.2%	-5.3%	-10.8	·	-4.5%	6.8	-17.1%	0.0%
Cc1ccc(NC(=O)CSc2ccc(-c3ccccn3)nn2)c(C)c1	1.1%	-6.1%	-5.4%	-2.0%	-3.4%	53.6	9.4%	1.0%	-0.1	·	-1.8%
CC(NC(=O)c1cc(Br)cs1)C1CCCO1 (stereo unspecified)	5.3%	9.5%	-1.1%	-2.3%	2.5%	-14.8	-0.8%	-6.5%	-8.5	2.0%	-1.6%
Cc1ccc(-c2nc(-c3ccncc3)no2)c(Cl)c1	?	-0.2%	0.9%	1.5%	-5.6%	-4.7	-3.9%	4.2%	9.1	-0.1%	4.4%
CC1CCCCN1C(=O)COC(=O)c1cc([N+](=O)[O-])ccc1N1CCOCC1 (stereo unspecified)	-31.9%	·	2.4%	-2.1%	-3.8%	-2.5	·	5.7%	-1.6	·	·
CCOc1cc(S(=O)(=O)NCC2OCCc3ccccc32)c(OCC)cc1-n1cnnn1 (stereo unspecified)	-1.5%	2.1%	0.0%	-2.4%	-0.9%	1.2	27.0%	-4.8%	0.7	-0.5%	3.3%
Cc1ccc(NC(=O)N(Cc2cccs2)Cc2cc3cc4c(cc3[nH]c2=O)OCO4)cc1	?	-17.2%	4.9%	·	6.7%	2.1	0.6%	-2.1%	·	-5.0%	1.5%
O=C(Nc1ccc2nc(-c3cccs3)[nH]c2c1)c1ccco1	?	-3.5%	1.1%	2.5%	2.9%	6.5	2.1%	-12.7%	0.0	12.3%	-0.3%
CCOC(=O)c1nn(-c2cccc(OC)c2)c2nc(CC)c(C#N)c(=O)n12	0.2%	23.2%	1.7%	6.6%	3.9%	-3.8	5.9%	0.8%	5.7	-11.2%	2.6%
Cc1ccc(C(=O)NC(=S)Nc2ccc(Oc3ccc(Cl)cc3)cc2)cc1	8.4%	6.2%	-8.1%	0.0%	-6.4%	-44.9	10.2%	-10.5%	-9.0	5.4%	0.6%
CC(=O)c1cccc(NC(=O)N2CCCC(C(=O)c3cc(F)ccc3F)C2)c1 (stereo unspecified)	4.0%	9.0%	12.3%	0.5%	-1.6%	0.1	-6.0%	0.7%	1.6	-5.5%	-0.3%

Source: PubChem BioAssay (National Center for Advancing Translational Sciences (NCATS))
